# Cardio protect: cardioprotection against H2O2-induced cell death, primary screen, uHTS, H9c2 cells, ATPLite luminescence; H9c2 cardiomyocytes, H2O2 injury protection, 2 h; protection from H2O2 cell death, % at 20 µM; 360,000 compounds, 0.63% hits;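 active = compounds giving at least 50% protection of heart cells from peroxide-induced death in the single-dose screen, raw or plate-pattern-corrected value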;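 also: 0% = DMSO wells with peroxide and 100% = DMSO wells without peroxide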
# HTR2A ag: mouse Htr2a agonists via beta-arrestin recruitment, primary screen, cell-based, luminescence. CHO-K1 mHTR2A beta-arrestin complementation; percent of 30 µM serotonin response. activation, % at 7.6 µM. 360,000 compounds, 0.66% hits;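 active = activation above a run cutoff, the mean activation of all tested compounds plus 3 SD, cut at about 14% in these data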;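 also: 0% = plate median of compound wells and 100% = 30 µM serotonin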
# Glyco luc inh: increase of ERlucT glycosylation luciferase signal, primary screen, N-linked glycosylation inhibitor project, D54 ERlucT cells, luminescence, set 2; D54 ERlucT glycosylation luciferase reporter, 24 h; percent of 100 nM tunicamycin response; 360,000 compounds, 0.23% hits; reporter increase, % at 12.5 µM; AID 588692, 2011;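 active = mean luciferase reporter signal, scaled so untreated is 0 and the glycosylation-blocking control 100, at or above a set limit in every replicate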;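 also: luciferase carries N-glycosylation sites so blocking glycosylation raises the light; 0% = median of neutral control wells and 100% = median of 100 nM tunicamycin wells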
# ABHD5-PLIN5 inh: ABHD5-PLIN5 interaction inhibitors, primary screen, cell lysate, split luciferase complementation, luminescence | Perilipin-5 (Homo sapiens) + 1-acylglycerol-3-phosphate O-acyltransferase ABHD5 (Homo … | Split G. princeps luciferase complementation, 4 h | AID 602281, 2012 | 360,000 compounds, 0.78% hits | inhibition, % at 4 µM;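 active = inhibition above the mean inhibition across every tested compound plus 3 SD, cut at about 22% in these data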;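 also: 0% = DMSO only wells and the 100% control is not disclosed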
# ABCB6 inh 2: ABCB6 transporter inhibitors, primary screen, K562-ABCB6 cells, flow cytometry, MLPCN library; ATP-binding cassette sub-family B member 6 (Homo sapiens), Q9NP58; K562-ABCB6 porphyrin accumulation, 1 h; active compounds read low; fluorescence ratio to DMSO, % at 10 µM; 360,000 compounds, 0.19% hits; AID 602162, 2011;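 active = fluorescence ratio to DMSO below 75%, the collection mean minus 3 SD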;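 also: signal is porphyrin accumulated inside mitochondria; 100% equals median channel fluorescence of DMSO control wells; lower ratio means ABCB6 inhibition with less porphyrin fluorescence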
# Target sequence (Q9NP58 whole entry, looked up): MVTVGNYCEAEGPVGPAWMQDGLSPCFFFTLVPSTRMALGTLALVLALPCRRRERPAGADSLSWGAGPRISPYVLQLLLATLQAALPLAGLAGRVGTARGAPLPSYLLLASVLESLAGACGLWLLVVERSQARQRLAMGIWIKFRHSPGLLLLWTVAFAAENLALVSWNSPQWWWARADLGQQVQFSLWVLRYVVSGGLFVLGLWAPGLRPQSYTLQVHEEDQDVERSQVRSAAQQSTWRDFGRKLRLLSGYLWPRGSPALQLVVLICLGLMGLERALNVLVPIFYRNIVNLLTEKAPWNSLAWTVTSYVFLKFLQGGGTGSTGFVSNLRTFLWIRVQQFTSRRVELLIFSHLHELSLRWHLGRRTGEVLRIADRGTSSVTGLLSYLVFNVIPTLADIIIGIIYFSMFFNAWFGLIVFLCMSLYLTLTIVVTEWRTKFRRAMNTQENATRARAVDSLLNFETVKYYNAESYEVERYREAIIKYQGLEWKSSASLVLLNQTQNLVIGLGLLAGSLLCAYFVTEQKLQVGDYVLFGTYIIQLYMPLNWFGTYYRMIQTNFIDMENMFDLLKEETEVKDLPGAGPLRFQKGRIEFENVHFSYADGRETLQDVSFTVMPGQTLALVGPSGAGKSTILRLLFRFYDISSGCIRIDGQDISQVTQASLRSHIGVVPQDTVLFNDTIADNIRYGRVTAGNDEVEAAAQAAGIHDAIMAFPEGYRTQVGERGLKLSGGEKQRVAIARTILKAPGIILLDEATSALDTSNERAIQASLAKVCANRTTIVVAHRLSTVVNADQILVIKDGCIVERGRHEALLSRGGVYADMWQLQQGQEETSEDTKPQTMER
# PDI inh: inhibitors of human PDI, primary screen, biochemical, turbidity, single point, plate reader; Protein disulfide-isomerase (Homo sapiens), P07237; PDI insulin aggregation turbidity, A650, 90 min; inhibition, % at 10 µM; 350,000 compounds, 0.052% hits; AID 588391, 2011;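 active = mean inhibition across replicates of 30% or more, whatever share of single replicates reach that level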;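 also: absorbance from insulin aggregation driven by PDI reduction with DTT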
# MC4R antagonist: MC4R antagonists of cAMP signaling, primary screen, cell-based, TR-FRET, antagonist arm of biased-ligand search. inhibition, % at 6.5 µM. MC4R-expressing cells, MTII-stimulated cAMP, LANCE TR-FRET. 360,000 compounds, 0.48% hits. Melanocortin receptor 4 (Homo sapiens), P32245;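 active = inhibition above its plate's cutoff, the mean of tested wells on that plate plus 3 SD, cut at about 29% in these data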;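 also: 0% = Melanotan II alone and 100% = Melanotan II plus saturating MCL0020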
#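 Assay system: U2OS cells stably expressing human melanocortin 4 receptor (MC4R) / Dosing: 6.5 µM / Timing: compound 30 min, challenge 1 h, detection 1 h / Measured by: Eu-cAMP/anti-cAMP TR-FRET, emission 671 nm / Replicates: singlicate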
# CaV13 FRET inh: Disruptors of the CACNA1D IQ motif to Ca2+-dependent inactivation inhibitor domain association, primary screening, Förster resonance energy transfer in intact living … | HEK cells, CFP/YFP FRET ICDI-IQ, plate reader, 10 min; percent FRET-ratio fall versus neutral wells | inhibition, % at 12.3 µM | 340,000 compounds, 0.098% hits;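 active = mean replicate inhibition of at least 30% and at least 1% of replicates passing that level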;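 also: 0% = median of the neutral control wells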
# MC4R barr agon: MC4R agonists recruiting beta-arrestin, primary screen, cell-based, luminescence, agonist arm of biased-ligand search. AID 540308, 2011. activation, % at 8.9 µM. Melanocortin receptor 4 (Homo sapiens), P32245. U2OS MC4R beta-arrestin complementation; percent of melanotan II response, DMSO zero. 360,000 compounds, 0.98% hits;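 active = activation above a per-plate cutoff, the mean activation of sample wells on that plate plus 3 SD, cut at about 8% in these data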
# Granule exo inh: LAMP-1 surface exposure blockers, TALL-104 cells – cell-based, flow cytometry, MLPCN library, primary screen; TALL-104 LAMP-1 surface exposure; cells stimulated with thapsigargin and PMA; inhibition, % at 10 µM; 360,000 compounds, 0.66% hits; AID 651702, 2012;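 active = inhibition above about 55%, limit read from the data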
# Numbers without * were called inactive; / = no result given.
SMILES,Cardio protect,HTR2A ag,Glyco luc inh,ABHD5-PLIN5 inh,ABCB6 inh 2,PDI inh,MC4R antagonist,CaV13 FRET inh,MC4R barr agon,Granule exo inh
COc1ccc(N2CCN(C(=O)CSc3ccc(C)cc3)CC2)cc1,-3,1,-1,9,103,-5,1,-2,5.1,1
CCC(C)(O)c1cnc(CC(C)C)c(=O)n1O (configuration not stated),0,-1,2,-4,102,/,11,/,-0.7,-5
S=c1[nH]nc(CCc2ccc(Cl)cc2)o1,6,0,0,6,97,-4,15,-15,0.2,2
C[C@H](CO)N1C[C@H](C)[C@@H](CN(C)C(=O)c2cnccn2)Oc2cc(C#CCC3CCCC3)ccc2S1(=O)=O,1,-4,-4,3,98,12,-5,-8,-1.1,4
CSc1ncc(OCc2ccccc2)c(=O)[nH]1,4,0,1,1,99,-2,-3,-4,-1.2,-1
COc1ccccc1OC(C)C(=O)Nc1nc(-c2ccc(S(=O)(=O)N3CCOCC3)cc2)cs1 (configuration not stated),15,-9,-4,-1,82,6,0,-4,-1.3,3
O=C(CC1CCCCC1)Nc1ncn[nH]1,5,-2,0,4,92,-3,0,/,-1.9,0
CCCCOC(=O)c1cc(Cl)c(O)c(OC)c1,3,4,-1,1,92,-3,14,-18,-1.1,-1
Cc1cc(-n2c(C)cc(C(=O)CN3C(=O)NC4(CCCCC4C)C3=O)c2C)no1 (configuration not stated),1,4,-2,8,94,4,8,/,-1.0,3
O=C(NCc1cccs1)c1csc2c1CCCCC2,7,-2,0,-10,103,-7,5,-9,1.4,2
Cc1cc(C)nc(N2CCCC(C(=O)NNC(=O)c3ccncc3)C2)n1 (configuration not stated),-4,1,2,2,100,6,10,-4,-1.7,-3
CCNc1nc(C)c2cc(Br)c(=O)n(CC)c2n1,8,0,9,1,92,5,-2,-6,-1.0,-1
O=C(Nc1ccc2nc3n(c(=O)c2c1)CCCCC3)C(=O)N1CCN(c2ccccc2)CC1,1,-2,4,-13,98,/,11,-5,0.3,-3
COc1ccccc1NS(=O)(=O)c1cccc(C(=O)OCC(=O)NC2CC2)c1,9,2,0,6,95,-2,6,-7,0.9,2
Cc1csc(SCCn2c(N3CCCC3)nc3c2c(=O)[nH]c(=O)n3C)n1,1,1,2,2,94,-1,2,/,-0.4,3
COC(=O)c1c(N)sc(C(=O)NCCc2ccccc2)c1C,-18,-1,-20,-5,100,9,6,-4,-0.1,-1
CC1C(=O)C(C)C(c2cccs2)NC1c1cccs1 (configuration not stated),-14,-2,-3,-2,99,1,1,-9,-0.8,3
CN(Cc1cn[nH]c1-c1cc2ccccc2o1)CC1CCOCC1,2,-5,0,0,96,0,16,-2,0.1,1
CCn1c(CSCc2ccccc2)n[nH]c1=S,0,6,1,-8,88,2,24,-4,3.8,2
O=C1c2ccccc2C(O)N1c1ccc(Cl)cc1 (configuration not stated),7,5,4,5,94,/,6,-5,-0.9,-6
COc1ccc(CCN(C(=O)c2cccc(F)c2)C2CC(=O)N(c3ccc(OC)cc3)C2=O)cc1 (configuration not stated),-14,-2,-1,12,97,-7,2,/,-2.0,2
Cc1ccc(S(=O)(=O)CC(=O)NC2CC2)cc1,6,1,2,-3,95,-4,1,/,0.8,0
COc1ccc(S(=O)(=O)NCc2cccnc2)cc1,1,-5,0,1,98,0,-1,-21,-0.9,-3
COC(=O)c1c(NC(=O)c2ccco2)sc(C(=O)Nc2ccc(F)cc2)c1C,12,-1,-3,-5,102,-6,7,-9,-0.5,1
COc1cc(/C=C(/C#N)C(=O)Nc2ccccc2)ccc1OCc1ccc(C(=O)O)cc1,22,-3,1,6,90,0,5,0,-1.3,-4

# Pulled by structure from the entries so far (5):
SMILES,Cardio protect,HTR2A ag,Glyco luc inh,ABHD5-PLIN5 inh,ABCB6 inh 2,PDI inh,MC4R antagonist,CaV13 FRET inh,MC4R barr agon,Granule exo inh
S=c1[nH]nc(CCc2ccc(Cl)cc2)o1,6,0,0,6,97,-4,15,-15,0.2,2
Cc1csc(SCCn2c(N3CCCC3)nc3c2c(=O)[nH]c(=O)n3C)n1,1,1,2,2,94,-1,2,/,-0.4,3
COc1ccccc1OC(C)C(=O)Nc1nc(-c2ccc(S(=O)(=O)N3CCOCC3)cc2)cs1 (configuration not stated),15,-9,-4,-1,82,6,0,-4,-1.3,3
COc1cc(/C=C(/C#N)C(=O)Nc2ccccc2)ccc1OCc1ccc(C(=O)O)cc1,22,-3,1,6,90,0,5,0,-1.3,-4
CCNc1nc(C)c2cc(Br)c(=O)n(CC)c2n1,8,0,9,1,92,5,-2,-6,-1.0,-1

# Further records:
SMILES,Cardio protect,HTR2A ag,Glyco luc inh,ABHD5-PLIN5 inh,ABCB6 inh 2,PDI inh,MC4R antagonist,CaV13 FRET inh,MC4R barr agon,Granule exo inh
Cc1cc(N2CC(C(=O)Nc3nccs3)CC2=O)ccc1C(C)C (configuration not stated),-1,1,1,0,107,0,-1,/,-3.0,-1
COc1ccc(CN(C)CC(=O)Nc2ccccc2C(=O)NC2CC2)cc1,0,0,0,7,101,-7,-10,-5,0.4,7
C=CCc1c(C)nc2ccc(C(=O)OCC)cc2c1Cl,-9,1,-6,-1,98,13,9,-2,-0.7,4
C/C(Cc1ccccc1)=N\NC(=O)CNC(=O)c1ccccc1,2,-6,2,0,100,-17,4,-2,-1.7,5
CCN(C(=O)CSc1nnc(-c2ccccc2Br)o1)C1CCS(=O)(=O)C1 (configuration not stated),-12,7,2,4,99,-3,-1,-7,4.2,5
C=CCNC(=S)NNC(=O)c1cccnc1,5,6,0,-4,97,0,2,-4,1.0,13
O=C(Nc1ccc(S(=O)(=O)NC2=NCCCCC2)cc1)C1COc2ccccc2O1 (configuration not stated),0,1,-1,-5,109,1,1,-9,0.9,-1
CCC(=O)Nc1cccc(NC(=O)CSc2nnc(-c3ccc(NS(C)(=O)=O)cc3)n2CC)c1,-3,4,3,3,92,-4,-2,-9,0.3,2
O=C(C1=C[C@@H](c2ccc(C(F)(F)F)cc2)C[C@@H](OCCCCO)O1)N1CCCCCCC1,-3,-1,0,3,101,-5,-1,-3,1.3,1
O=C(NCC1CCCCC1)C1CCN(C(=O)NC2CCCCC2)CC1,0,-1,-1,-5,95,-7,0,-5,0.5,-3
CCOc1cc(C(=O)NCCOC)cc(OCC)c1OCC,-2,4,4,3,91,-10,5,0,-0.3,2
CCn1cc(S(=O)(=O)NCCc2ccccc2OC)cn1,2,-9,1,6,97,2,4,-6,1.0,-4
Cc1ccc(C(=O)CSc2ccc(-c3ccccc3)nn2)cc1,-7,-3,3,-2,94,-2,14,-4,-0.4,-5
CC1CCCN(CCCNC(=O)c2nn(C)c3c2CSc2ccccc2-3)C1 (configuration not stated),3,-9,-4,-1,98,2,-2,-2,-2.8,1
Cc1ccc2c(CN3C(=O)NC(C)(c4ccc5c(c4)OCO5)C3=O)cc(=O)oc2c1 (configuration not stated),-4,-4,0,4,102,3,1,-8,-0.1,1
CC(C)(C)[C@H]1COC(=O)[C@H](Cc2ccc(F)cc2)CC/C=C/C[C@@H](CC(=O)N[C@H](CO)Cc2ccccc2)C(=O)N1,11,-8,1,5,100,2,8,-13,0.2,-4
COc1ccc(NC(=O)Nc2ccc(CC(=O)O)cc2)cc1,0,-1,-1,0,99,5,15,-2,-2.1,0
COc1ccc(CC(NC(C)=O)C(=O)NC2CCN(c3nc(C)cc(C)c3C#N)CC2)cc1OC (configuration not stated),0,2,1,6,87,-2,3,2,-3.5,-5
COc1cc(C#Cc2c(C=O)n(C)c3ccccc23)cc(OC)c1,-4,-3,2,5,105,-3,-4,-10,1.4,8
CCc1cc(=O)[nH]c(SCC(=O)N2CCC(Cc3ccccc3)CC2)n1,-5,-9,-1,-3,97,-9,-5,-6,-2.6,0
COCC(=O)NCc1nc2ccccc2n1Cc1ccccc1F,7,2,-2,2,96,1,1,-4,-0.8,-1
CCN(C(=O)COC(=O)c1ccc([N+](=O)[O-])o1)C1CCCCC1,21,-9,0,1,101,-12,-1,-2,0.0,-6
COc1ccc(OC)c(S(=O)(=O)NC2CCCCNC2=O)c1 (configuration not stated),7,0,0,12,102,-8,12,-5,-0.5,9
CC(=O)C1=C(O)C(=O)N(c2ccc(O)cc2)C1c1cccc([N+](=O)[O-])c1 (configuration not stated),3,2,0,1,97,4,0,-1,1.2,2
O=C(Cc1ccccc1)Nc1ccc(NC(=O)c2ccco2)cc1Cl,5,2,0,3,101,1,3,-2,-0.9,11
CC(=O)NC1=NN(C(C)=O)C(c2ccc(C)cc2)S1 (configuration not stated),8,-1,4,-5,104,-4,5,-3,-1.6,1
O=C(c1ccccc1)c1cncc(Br)c1,-1,7,-5,11,100,-11,1,-5,-0.1,1

# A draw from above in order of molecular weight, descending:
SMILES,Cardio protect,HTR2A ag,Glyco luc inh,ABHD5-PLIN5 inh,ABCB6 inh 2,PDI inh,MC4R antagonist,CaV13 FRET inh,MC4R barr agon,Granule exo inh
CCN(C(=O)COC(=O)c1ccc([N+](=O)[O-])o1)C1CCCCC1,21,-9,0,1,101,-12,-1,-2,0.0,-6
Cc1ccc(C(=O)CSc2ccc(-c3ccccc3)nn2)cc1,-7,-3,3,-2,94,-2,14,-4,-0.4,-5
C=CCNC(=S)NNC(=O)c1cccnc1,5,6,0,-4,97,0,2,-4,1.0,13

# Screening data as filed in PubChem.
